SIRT5 inh = SIRT5 desuccinylase inhibitors, primary screen, biochemical, fluorescence imaging, single point, set 5; AID 652115, 2013; actives 1.1% (n = 330,000); Purified SirT5, succinyl-peptide AMC, trypsin-coupled fluorescence; NAD-dependent protein deacylase sirtuin-5, mitochondrial (Homo sapiens), Q9NXA8; inhibition, % at 15 µM; in the data active = inhibition above about 15%
Target sequence (Q9NXA8 whole entry, looked up): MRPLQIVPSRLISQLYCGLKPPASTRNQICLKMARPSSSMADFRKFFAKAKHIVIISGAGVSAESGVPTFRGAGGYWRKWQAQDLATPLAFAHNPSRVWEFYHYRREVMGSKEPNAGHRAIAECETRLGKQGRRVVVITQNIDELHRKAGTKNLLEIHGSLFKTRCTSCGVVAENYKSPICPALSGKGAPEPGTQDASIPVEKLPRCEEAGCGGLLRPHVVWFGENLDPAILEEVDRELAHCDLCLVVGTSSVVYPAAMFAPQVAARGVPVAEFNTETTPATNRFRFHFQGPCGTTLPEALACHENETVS
miR122 inh = miR-122 Renilla sensor signal increase in Huh7, primary screen, miR-122 inhibitor project, cell-based, single point, plate reader; actives 0.3% (n = 340,000); Huh7 miR-122 Renilla luciferase sensor, 48 h; neutral wells = 0, positive control = 100; AID 602342, 2012; activation (reporter increase), % at 12.5 µM;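 active = mean replicate activation score at least 90 and every replicate individually at or above 90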;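 note: higher luciferase means less miR-122 activity so hits act as miR-122 inhibitors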
ERp5 block = inhibitors of ERp5-driven insulin aggregation, primary screen, biochemical, turbidity, absorbance 650 nm, single point; 90 min; actives 0.05% (n = 350,000); inhibition, % at 9.99 µM;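 active = mean replicate inhibition above about 25%, with every replicate also reaching it, limit read from the data, passing the limit was not always enough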
Target sequence (Q15084 whole entry, looked up): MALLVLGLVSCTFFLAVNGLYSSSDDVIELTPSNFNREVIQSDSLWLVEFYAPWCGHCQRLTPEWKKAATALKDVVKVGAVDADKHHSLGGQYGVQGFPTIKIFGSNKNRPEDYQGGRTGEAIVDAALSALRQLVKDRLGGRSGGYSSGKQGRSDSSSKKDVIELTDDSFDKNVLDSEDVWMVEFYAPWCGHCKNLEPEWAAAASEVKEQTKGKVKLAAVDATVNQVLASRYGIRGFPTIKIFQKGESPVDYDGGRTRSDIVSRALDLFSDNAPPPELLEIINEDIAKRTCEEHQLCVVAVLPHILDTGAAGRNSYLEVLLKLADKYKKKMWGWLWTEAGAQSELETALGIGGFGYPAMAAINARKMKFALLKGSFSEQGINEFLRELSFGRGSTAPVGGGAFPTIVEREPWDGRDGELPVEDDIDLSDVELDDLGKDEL
C2C12 statin = suppressors of statin myotoxicity in C2C12 myotubes, primary screen, cell-based, single point, plate reader | C2C12 myotubes + simvastatin, ATP luminescence, 48 h; scaled: DMSO 0, geranylgeraniol control 100 | rescue of ATP level, % at 7.49 µM | actives 0.78% (n = 330,000) | AID 602340, 2012;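 active = mean ATP rescue above about 67%, or every replicate alone reaching that limit, limit read from the data, passing the limit was not always enough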;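 note: myotubes were challenged with 10 µM simvastatin during compound exposure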
ARNT-TACC3 inh = disruptors of ARNT/TACC3 protein interaction, primary screen, biochemical, AlphaScreen, single concentration; AlphaScreen His-ARNT PAS-B/GST-TACC3 binding, luminescence; TACC3 fragment carries E629A point mutation; inhibition, % at 9.99 µM; actives 0.66% (n = 390,000); AID 623870, 2012;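 active = mean inhibition of replicates at least 50% and at least half of replicates each reaching 50%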;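 note: 0% = complete ARNT plus TACC3 wells and 100% = ARNT alone without TACC3; many hits fall short of the cut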
Cneo AK release = Cryptococcus neoformans cell lysis inducers, primary screen, AK release luminescence, single concentration; C. neoformans lysis, adenylate kinase release luminescence, 4 h; normalised: neutral wells 0, clomiphene wells 100; lysis activity, % at 15 µM; actives 0.2% (n = 360,000);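 active = mean lysis activity across replicates of at least 80%, whatever share of replicates individually reach that level; inactive = mean lysis activity below 80%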
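Test system: log-phase Cryptococcus neoformans yeast cells; Quantity: yeast cell density of 5 × 10^6 cells/mL; Buffer or medium: YPD; Doses: single compound concentration per well; Timing: 4 h at 37 °C static, read 1 h later; Measured by: AK luminescence; Read-out basis: lysis from increased AK signal; Control set: Clomiphene as positive control.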
esBAF inh = Bmi1 luciferase reporter increase in mESCs, primary screen, esBAF inhibitor project, mouse ES cells, Bmi1 luciferase knock-in, single point; reporter increase, % at 12.5 µM; 24 h; 100% = twice the neutral-well signal; actives 2% (n = 350,000); AID 602393, 2012; in the data active = activation above about 40%;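 note: 0% = median of the plate's neutral control wells and 100% = double that signal; a rise in the Bmi1 reporter signal indicates esBAF inhibition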
Active calls of the source: *; · = no result given; & = joins results of further samples; [ ] = dose if it differs, or a comment. The order is random, and some 4% of all compounds hit somewhere here.

Letter code – A = SIRT5 inh; B = miR122 inh; C = ERp5 block; D = C2C12 statin; E = ARNT-TACC3 inh; F = Cneo AK release; G = esBAF inh
> Cc1ccc(C)c(SCC(=O)OC/C(O)=C(\C#N)c2nc3ccccc3[nH]2)c1
  A = 3; B = 9; C = 1; D = 0; E = ·; F = ·; G = -3

> Cc1ccc(S(=O)(=O)Nc2ccc3c(c2)C(=O)N([C@H](C)CO)C[C@H](C)[C@H](CN(C)S(=O)(=O)c2ccccc2)OCCCC[C@H](C)O3)cc1
  A = 9; B = -11[16.7 µM]; C = 1; D = ·; E = 1; F = 0; G = 8

> CC(=O)NC(=S)Nc1ccc(NC(=O)c2cccnc2)cc1
  A = ·; B = -2; C = 23; D = -9; E = -16; F = -2; G = -1

> CCOC(=O)c1cc(-c2ccc3c(c2)OCCO3)n[nH]1
  A = 9; B = ·; C = 6; D = ·; E = -7; F = ·; G = ·

> OC[C@@H]1CN(Cc2ccc(F)cc2)C[C@H](n2cnc3c(NC4CCCC4)ncnc32)O1
  A = ·; B = -5; C = 10; D = 4; E = ·; F = 3; G = -3

> Cc1ccc(-c2nc3ncccc3o2)cc1NC(=O)c1cccs1
  A = 0; B = ·; C = 3; D = ·; E = -7; F = ·; G = ·

> Cc1ccc2c(C)nc(Nc3nc(CSc4nnnn4-c4ccccc4)cc(=O)[nH]3)nc2c1
  A = ·; B = 2; C = ·; D = -194; E = 1; F = ·; G = -8

> CC(=O)NCCNc1nc(NC(C)C)nc2cc(-c3ccccc3)sc12
  A = ·; B = -3; C = -1; D = -7; E = ·; F = -1; G = -6

> Cc1ccccc1CC(=O)N1CC(C)OC(C)C1 (stereo unspecified)
  A = -8; B = ·; C = 0; D = 1; E = -11; F = -1; G = -4

> O=C(NCc1nnnn1-c1cccc(F)c1)c1ccc(S(=O)(=O)N2CCOCC2)cc1
  A = 0; B = 1; C = -3; D = 8; E = -11; F = -1; G = -3

> Cc1noc(C)c1COc1ccc(C(=O)NNC(=O)c2ccccc2O)cc1
  A = 0; B = 1; C = -13; D = 4; E = -4; F = -2; G = -1

> CCN(CC)CCNC(=O)c1ccc(NC(=O)c2ccc(S(=O)(=O)N3CCCCCC3)cc2)cc1
  A = 4; B = 2; C = -4; D = -7; E = 5; F = 1; G = ·

> COc1cc(/C=C(\C#N)C(=O)Nc2ccccc2)ccc1OCCN1CCOCC1
  A = 0; B = -11; C = -4; D = 6; E = 3; F = 1; G = 8

> CCCCN1CC(C(=O)NC2CCCCC2)CC1=O (stereo unspecified)
  A = ·; B = -5; C = ·; D = ·; E = -4; F = 0; G = -12

> C[C@@H]1CN([C@H](C)CO)C(=O)c2cc(NC(=O)C3CCCCC3)ccc2O[C@H]1CN(C)Cc1ccc2c(c1)OCO2
  A = 4; B = -6[16.7 µM]; C = -1; D = 21; E = 4; F = 61; G = -1

Next results follow.
Letter code – A = SIRT5 inh; B = miR122 inh; C = ERp5 block; D = C2C12 statin; E = ARNT-TACC3 inh; F = Cneo AK release; G = esBAF inh
> COc1ccc(-c2noc(CCC(=O)Nc3ccc4c(c3)OCCO4)n2)cc1
  A = ·; B = -8; C = ·; D = ·; E = -11; F = -1; G = -5

> COCCn1c(SCC(=O)Nc2cc(OC)ccc2OC)nc2c(c1=O)SC(C)C2 (stereo unspecified)
  A = -1; B = ·; C = 2; D = ·; E = -4; F = ·; G = ·

> C[C@@H]1CN([C@H](C)CO)C(=O)c2cc(C#CC3CC3)cnc2O[C@@H]1CN(C)S(=O)(=O)c1cccc(F)c1
  A = 3; B = -8[16.7 µM]; C = 2; D = 0; E = -6; F = -9; G = 18

> COc1ccccc1OCC(=O)NNC(=O)C(=O)N1CCCC1
  A = ·; B = -3; C = ·; D = ·; E = 6; F = 0; G = ·

> CNC[C@H]1Oc2c(NS(=O)(=O)c3ccc(F)cc3)cccc2C(=O)N([C@@H](C)CO)C[C@H]1C
  A = 6; B = 6[16.7 µM]; C = -3; D = -7; E = -6; F = -2; G = 0

> Cc1ccc(NC(=O)Cn2nc(C(=O)Nc3ccc(C)cc3)ccc2=O)cc1
  A = -2; B = 4; C = 2; D = -23; E = 4; F = 4; G = 1

> O=C(Nc1ccccc1F)N[C@H]1CC[C@H](CCNS(=O)(=O)c2ccc(Cl)cc2)O[C@@H]1CO
  A = 1; B = -21[16.7 µM]; C = 2; D = 8; E = -20; F = -1; G = 8

> CC(=O)N(C[C@@H]1N[C@@H](CO)[C@H]1c1ccc(-c2cccnc2)cc1)C1CCCC1
  A = 1&1; B = -7&12[16.7 µM]; C = -6&4; D = -1&3; E = 1&-9; F = -1&-4; G = -1&2

> CCOC(=O)c1[nH]c2ccc(OC)cc2c1NC(=O)NC(C)C
  A = ·; B = 0; C = ·; D = ·; E = -8; F = -3; G = ·

> O=C(NNC(=O)c1ccc(-n2cncn2)c([N+](=O)[O-])c1)c1cccc(Cl)c1
  A = 5; B = ·; C = 5; D = ·; E = -5; F = ·; G = ·

> COc1cccc(C(=O)N2C[C@H]3[C@@H](c4ccccc42)[C@H](CO)N3Cc2ccccc2F)c1
  A = 2; B = -17[16.7 µM]; C = 5; D = 20; E = 13; F = -6; G = 0

> O=C(C[C@@H]1C=C[C@H](NC(=O)Nc2cc(F)ccc2F)[C@H](CO)O1)Nc1ccccc1
  A = 2; B = ·; C = -6; D = -4; E = 7; F = -3; G = 0

> O=C(NCCSc1ccccc1)c1cccnc1
  A = ·; B = -5; C = ·; D = 8; E = -1; F = 0; G = 58*

> COCC(=O)N1C[C@H](C)[C@H](OC)CN(C)C(=O)c2ccc(NC(=O)Nc3cccc(F)c3)cc2OC[C@H]1C
  A = ·; B = -2[16.7 µM]; C = ·; D = 15; E = ·; F = ·; G = 4

> Cc1ccc(-c2noc(CCC(=O)NCC3CCN(Cc4cccc(C)c4)CC3)n2)cc1
  A = ·; B = -5; C = ·; D = 87*; E = 0; F = 8; G = -1

(cont.)
Letter code – A = SIRT5 inh; B = miR122 inh; C = ERp5 block; D = C2C12 statin; E = ARNT-TACC3 inh; F = Cneo AK release; G = esBAF inh
> Cn1ncc(Br)c1C(=O)N1CCN(C(=O)c2ccco2)CC1
  A = ·; B = -4; C = ·; D = -11; E = -7; F = 1; G = -3

> COCC#Cc1cnc2c(c1)C(=O)N([C@H](C)CO)C[C@H](C)[C@H](CN(C)C(=O)CN1CCOCC1)O2
  A = -2; B = 1[16.7 µM]; C = -9; D = 1; E = -15; F = -1; G = -2

> NS(=O)(=O)c1ccc(CCNC(=O)/C=C/c2ccccc2[N+](=O)[O-])cc1
  A = 0; B = ·; C = -5; D = ·; E = -8; F = ·; G = ·

> Cc1c(C#N)c2ncn(CCCN(C)C)c(=O)c2n1-c1ccccc1
  A = ·; B = -12; C = ·; D = 13; E = 8; F = 1; G = -2

> CC(=O)N1[C@H](C(=O)NCc2ccccc2Cl)[C@@H](CO)[C@@H]2Cn3c(ccc(-c4cccnc4)c3=O)[C@@H]21
  A = -25; B = 1[16.7 µM]; C = 1; D = 8; E = 3; F = 1; G = 2

> O=C(CSc1nnc(CNC(=O)c2ccccc2F)o1)c1ccc(Cl)cc1
  A = ·; B = -8; C = ·; D = ·; E = -2; F = 16; G = -16

> CC(=O)c1c(C)[nH]c(C(=O)Nc2nccs2)c1C
  A = -1; B = 6; C = 0; D = -3; E = 2; F = -1; G = 35

> C[C@@H]1CN([C@@H](C)CO)C(=O)Cc2cc(NS(=O)(=O)c3cn(C)cn3)ccc2O[C@H]1CN(C)Cc1ccc2c(c1)OCO2
  A = ·; B = 1[16.7 µM]; C = ·; D = -21; E = 6; F = -1; G = -1

> COc1ccccc1CN1CCCCC1C(=O)O (stereo unspecified)
  A = 3; B = -1; C = -4; D = -12; E = 9; F = ·; G = -4

> CCCS(=O)(=O)NC(=O)C1(C)CCCN(C(=O)c2ccccc2F)C1 (stereo unspecified)
  A = -3; B = -6; C = -8; D = 2; E = ·; F = 1; G = -4

> CN(CCO)c1cc(Sc2nc3ccccc3s2)c2nonc2c1[N+](=O)[O-]
  A = -2; B = 0; C = -1; D = -216; E = 7; F = 3; G = -1

> CC(C)C#Cc1cnc2c(c1)C(=O)N([C@@H](C)CO)C[C@@H](C)[C@H](CN(C)C(=O)c1cccc(F)c1)O2
  A = -1; B = 2[16.7 µM]; C = -1; D = 16; E = -9; F = 1; G = -4

> O=C(N/N=C/c1ccc(Cl)c([N+](=O)[O-])c1)c1cc(-c2ccccc2)nc2ccccc12
  A = -1; B = 2; C = 5; D = -5; E = 4; F = ·; G = -4

> Cc1ccccc1CSc1nnc([C@@H]2CCCN2)o1
  A = -3; B = ·; C = 6; D = -4; E = 1; F = ·; G = 5

> COc1ccccc1/C=C/C=N/n1c(-c2ccc(Cl)cc2)n[nH]c1=S
  A = -5; B = 2; C = -3; D = ·; E = ·; F = 0; G = ·

In a second layout: entries from further up
Values run as follows: SIRT5 inh, miR122 inh, ERp5 block, C2C12 statin, ARNT-TACC3 inh, Cneo AK release, esBAF inh
- Cc1ccccc1CC(=O)N1CC(C)OC(C)C1 (stereo unspecified)
    -8, ·, 0, 1, -11, -1, -4
- O=C(CSc1nnc(CNC(=O)c2ccccc2F)o1)c1ccc(Cl)cc1
    ·, -8, ·, ·, -2, 16, -16
- CC(=O)NCCNc1nc(NC(C)C)nc2cc(-c3ccccc3)sc12
    ·, -3, -1, -7, ·, -1, -6

Looked up one by one from the entries so far:
Letter code – A = SIRT5 inh; B = miR122 inh; C = ERp5 block; D = C2C12 statin; E = ARNT-TACC3 inh; F = Cneo AK release; G = esBAF inh
> CC(=O)N1[C@H](C(=O)NCc2ccccc2Cl)[C@@H](CO)[C@@H]2Cn3c(ccc(-c4cccnc4)c3=O)[C@@H]21
  A = -25; B = 1[16.7 µM]; C = 1; D = 8; E = 3; F = 1; G = 2

> O=C(CSc1nnc(CNC(=O)c2ccccc2F)o1)c1ccc(Cl)cc1
  A = ·; B = -8; C = ·; D = ·; E = -2; F = 16; G = -16

The listing continues:
Letter code – A = SIRT5 inh; B = miR122 inh; C = ERp5 block; D = C2C12 statin; E = ARNT-TACC3 inh; F = Cneo AK release; G = esBAF inh
> CCOC(=O)N1CCC(NC(=O)c2cc3c(-c4ccc(OC)c(OC)c4)nn(C)c3s2)CC1
  A = ·; B = -6; C = ·; D = -5; E = 1; F = 0; G = -4

> C=C(C)n1c(=O)n(Cc2ccc(C)cc2)c2ccccc21
  A = -2; B = 0; C = -1; D = 21; E = 4; F = -1; G = 7

> CC(C)Oc1ccc(N2CC(C(=O)Nc3ccccc3F)CC2=O)cc1 (stereo unspecified)
  A = ·; B = 2; C = ·; D = ·; E = -2; F = 1; G = -16

> CN1[C@@H]2Cn3c(ccc(-c4cccnc4)c3=O)[C@H]1[C@@H](C(=O)N1CCC(Cc3ccccc3)CC1)[C@@H]2CO
  A = 1; B = -3[16.7 µM]; C = -3; D = -22; E = 3; F = -2; G = -1

> COCCNC(=O)[C@@H]1CCCN1C(=O)C1CCN(S(=O)(=O)c2ccc(C)cc2)CC1
  A = -1; B = 3; C = 3; D = -3; E = -7; F = 10; G = -1

> CCc1cc2ccccc2nc1SCC(=O)N1CCN(C(=O)c2ccco2)CC1
  A = ·; B = -9; C = ·; D = 12; E = 4; F = -2; G = 11

> C[C@@H]1CN([C@@H](C)CO)C(=O)c2cc(NC(=O)Nc3ccc4c(c3)OCO4)ccc2O[C@@H](C)CCCCO[C@@H]1CN(C)C(=O)NC1CCCCC1
  A = 4; B = 5[16.7 µM]; C = -6; D = ·; E = 4; F = 0; G = 4

> CCCSc1nnc(Cn2c(=O)sc3ccccc32)n1C
  A = ·; B = ·; C = 1; D = -2; E = -4; F = -2; G = -2

> CC(NS(=O)(=O)c1ccc(Cl)c(Cl)c1)C(=O)Nc1cccnc1 (stereo unspecified)
  A = -2; B = ·; C = 0; D = -3; E = ·; F = -1; G = -7

> Cc1cccc(OCCN2C(=O)C(=O)c3cc(C)ccc32)c1
  A = 2; B = 57; C = 2; D = -8; E = 27; F = 1; G = 13
